Screening results as filed in PubChem.
tim10-1 inh: growth inhibitors of tim10-1 mutant yeast, primary screen, luminescence, uHTS; S. cerevisiae tim10-1 ts strain growth, BacTiter-Glo, 24 h; inhibition, % at 20 µM; AID 463190, 2010; 2.2% of 330,000 active;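 active = inhibition of at least 40%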;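 also: mutant grown at 25 °C; 0% = DMSO wells with yeast and 100% = wells holding no yeast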
NLRP3 yeast inh: NALP3 inflammasome inhibitors in reconstituted yeast, primary screen, luminescence, uHTS | Yeast reconstituted NLRP3/ASC/caspase-1, beta-gal luminescence, 24 h | 0.39% of 330,000 active | inhibition, % at 10 µM;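 active = inhibition of 50% or more; inactive = inhibition below 50%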;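 also: plate controls were induced DMSO wells for no effect and uninduced yeast grown without galactose for full effect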
Apaf1 inhib: inhibitors of human Apaf-1 apoptosome, primary screen, biochemical, DEVD-Rh110 fluorescence, uHTS | inhibition, % at 20 µM | AID 489030, 2010 | reconstituted apoptosome caspase-3 activity | 0.71% of 330,000 active; active = inhibition of at least 40% at 20 µM;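 also: plate controls were DMSO wells for no effect and DEVD-CHO caspase inhibitor wells for full effect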
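Medium: Hepes buffer, pH 7.5 / System: biochemical Apaf-1 apoptosome reconstitution / Measured by: Rh110 fluorescence, excitation 480 nm, emission 540 nm / Times: compound with Apaf-1, dATP, procaspase-3 30 min, then 50 min reaction, room temperature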
mIAP activ: activators of mouse IAP, primary screen, biochemical, luminescence, uHTS. intestinal alkaline phosphatase [Mus musculus]. muIAP, CDP-Star luminescence, 30 min; hits give high values; 1 = vehicle-only enzyme signal, 0 = enzyme-free wells. activation factor at 10 µM. 0.24% of 330,000 active. AID 2805, 2010;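 active = activation factor of at least 2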; also: the source names both 10 and 20 µM as test concentration; values of inactives mirror those of a sister screen read the other way
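Assay system: mouse IAP enzyme; reagent: chemiluminescent substrate CDP-Star; dosing: test compounds delivered from DMSO solution; schedule: 30 min at room temperature; measured by: luminescence from enzymatic CDP-Star hydrolysis; controls: DMSO-only wells and no-enzyme negative control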
ATG4B inhibitor: ATG4B protease inhibitors, primary screen, biochemical, fluorescence, uHTS; ATG4B cleavage of LC3-PLA2, NBD-HPC fluorescence, 1 h; 0.51% of 340,000 active; AID 504462, 2011; inhibition, % at 8.33 µM; in the data active = inhibition above about 40%
Target sequence (Q9Y4P1 whole entry, looked up): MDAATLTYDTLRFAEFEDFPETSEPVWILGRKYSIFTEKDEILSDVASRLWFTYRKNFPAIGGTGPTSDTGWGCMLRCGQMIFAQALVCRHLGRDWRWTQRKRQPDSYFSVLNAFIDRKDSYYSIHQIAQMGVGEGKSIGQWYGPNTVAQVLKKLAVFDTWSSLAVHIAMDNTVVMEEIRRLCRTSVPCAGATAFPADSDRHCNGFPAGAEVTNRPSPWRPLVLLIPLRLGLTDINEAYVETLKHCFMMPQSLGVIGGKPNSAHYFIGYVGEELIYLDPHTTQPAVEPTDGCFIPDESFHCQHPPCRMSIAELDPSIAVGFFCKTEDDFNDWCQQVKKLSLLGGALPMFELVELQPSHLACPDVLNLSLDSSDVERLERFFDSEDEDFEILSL
hIAP block: human IAP inhibitors, primary screen, biochemical, luminescence, uHTS. purified IAP, CDP-Star luminescence, 30 min. inhibition, % at 10 µM. 0.12% of 330,000 active. AID 2544, 2010;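 active = inhibition reaching a set limit with compound at 10 µM in the primary screen, cut at about 35% in these data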;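 also: plate controls were DMSO wells with enzyme for no effect and no-enzyme buffer wells for full effect; values of inactives mirror those of a sister screen read the other way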
Target sequence (P09923 whole entry, looked up): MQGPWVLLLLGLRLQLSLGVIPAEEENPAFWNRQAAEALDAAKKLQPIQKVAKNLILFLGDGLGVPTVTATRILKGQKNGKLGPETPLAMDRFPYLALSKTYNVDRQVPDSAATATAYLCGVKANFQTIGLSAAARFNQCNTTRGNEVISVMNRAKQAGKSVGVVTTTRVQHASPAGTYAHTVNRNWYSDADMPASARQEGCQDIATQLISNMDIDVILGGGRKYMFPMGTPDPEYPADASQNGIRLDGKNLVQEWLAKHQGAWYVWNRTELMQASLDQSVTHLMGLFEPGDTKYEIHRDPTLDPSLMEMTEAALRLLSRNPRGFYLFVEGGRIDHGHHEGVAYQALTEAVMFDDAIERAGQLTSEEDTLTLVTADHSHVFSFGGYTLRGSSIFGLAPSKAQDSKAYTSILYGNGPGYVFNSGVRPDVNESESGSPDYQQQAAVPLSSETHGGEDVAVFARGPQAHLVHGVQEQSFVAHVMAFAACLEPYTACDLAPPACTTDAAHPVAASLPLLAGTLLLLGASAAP
TIM10 inh: growth inhibitors of isogenic TIM10 control yeast, primary screen, counter-screen for tim10-1 yeast inhibitor project, luminescence, uHTS; S. cerevisiae TIM10 strain growth, BacTiter-Glo luminescence, 24 h; inhibition, % at 10 µM; 1.4% of 330,000 active;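 active = inhibition of 40% or more at the single tested concentration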;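 also: wild-type TIM10 isogenic control strain grown at permissive 25 °C; 0% = DMSO yeast wells and 100% = minimal medium wells without yeast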
mIAP inh: inhibitors of mouse IAP, primary screen, biochemical, luminescence, uHTS; intestinal alkaline phosphatase [Mus musculus]; purified mouse IAP, CDP-Star luminescence, 30 min; inhibition, % at 10 µM; 0.2% of 330,000 active; AID 2806, 2010;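 active = inhibition of at least 40% at 10 µM in the primary screen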;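 also: plate controls were DMSO with enzyme for no effect and no enzyme wells for full effect; values of inactives mirror those of a sister screen read the other way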
hIAP activ: human IAP activators, primary screen, biochemical, luminescence, uHTS | Intestinal-type alkaline phosphatase (Homo sapiens), P09923 | purified human IAP, CDP-Star luminescence, 30 min; hits give high values; 1 = vehicle-only enzyme, 0 = enzyme-free background | activation factor at 10 µM | 0.16% of 330,000 active | AID 2524, 2010;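 active = activation factor of the enzyme at least 2-fold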; also: the source names both 10 and 20 µM as test concentration; values of inactives mirror those of a sister screen read the other way
Starred values were filed as active, the others as inactive; . = not tested or not shown. Compounds were not picked by outcome (roughly 4.5% active in at least one column).

SMILES	tim10-1 inh	NLRP3 yeast inh	Apaf1 inhib	mIAP activ	ATG4B inhibitor	hIAP block	TIM10 inh	mIAP inh	hIAP activ
CCc1ccc(NC(=O)c2cnn(-c3ccccc3)c2C)cc1	13	3	10	1.1	4	-10	17	-8	1.1
CCOP(=O)(OCC)C1NC(=O)N(c2ccccc2)C1=O (centres undefined)	2	7	-4	1	-5	3	5	-2	0.97
O=S(=O)(NC1CCN(S(=O)(=O)c2c(F)cccc2F)CC1)c1ccc2c(c1)OCCO2	16	4	8	0.98	-3	-7	11	2	1.1
CSc1nnc(-c2ccc(NC(N)=S)cc2)o1	19	18	-5	0.96	-8	-27	8	4	1.3
CN(CC(=O)Nc1ccccc1Cl)C(=O)COC(=O)CSc1ccc(Cl)cc1	15	11	2	1.1	-1	-6	7	-12	1.1
O=C(NC(Cc1ccccc1)C(=O)O)/C(=C/c1cccc(Br)c1)NC(=O)c1ccco1 (centres undefined)	12	2	12	1.1	6	0	-8	-8	1
CC12CC(c3ccccc3O1)C(/C(N)=N/NC(=O)c1ccc(F)cc1)C(=O)N2 (centres undefined)	13	18	-9	0.93	-7	2	9	7	0.98
COC(=O)C1=C(C)NC(C)=C(C(=O)OC)C1C(=O)OCc1nnc(-c2ccccc2Cl)o1	6	25	-10	0.91	-11	12	3	9	0.88
O=C(CSCc1ccccc1)NNC(=S)Nc1cccc(Cl)c1Cl	27	10	13	0.93	25	-99	17	7	2
CS(=O)(=O)N(CC(=O)Nc1ccccc1C(=O)N1CCOCC1)c1ccc2c(c1)OCO2	-10	13	-10	1	-3	1	5	0	0.99
O=C(c1cc(-c2cccs2)nc2ccccc12)N1CCN(CCO)CC1	10	34	-7	0.91	-15	4	1	9	0.96
Cc1ccc(-c2ccc(S(=O)(=O)N3CCN(C)CC3)cc2)cc1	15	20	0	0.97	-10	2	-11	3	0.97
CC(CNC(=O)CCc1ccccc1)NC(=O)CCc1ccccc1 (centres undefined)	-8	18	-13	1	-10	-15	-11	-5	1.2
O=[N+]([O-])c1ccccc1/C=N/n1c(-c2cccnc2)n[nH]c1=S	12	16	-9	1	-3	16	4	-2	0.84
COc1ccc(/C([O-])=C(/C(=S)Nc2ccc(C)c(C)c2)n2c[n+](C)c3ccccc32)cc1OC	17	15	11	0.98	2	-6	3	2	1.1
Cc1ccc(/C(N)=N/OC(=O)c2cc(-c3ccccc3)nc3ccccc23)cc1	70*	1	1	0.96	-1	2	86*	4	0.97
CCn1c(SCC(=O)Nc2nc(C)cs2)nnc1-c1cccnc1	1	17	-18	1.1	13	13	-5	-6	0.87
Cn1nc(CC(=O)NC2CCCCC2)c2ccccc2c1=O	-14	6	-4	1.1	3	18	-5	-8	0.82
COc1nccnc1NS(=O)(=O)c1ccc(N=Cc2c(C)[nH]n(-c3ccc(C)c(C)c3)c2=O)cc1	19	2	4	1.1	-14	-11	-3	-14	1.1
CC(=O)c1c[nH]c(C(=O)Nc2ccc(N3CCCCCC3)cc2)c1	-8	11	5	0.99	-9	9	-2	1	0.91
CCCCCCN1CC(O)=C(c2ccccc2)C1=N	3	17	-9	1.1	3	-15	-12	-10	1.1
CCOc1ccccc1NC(=O)[C@@H](NC(=O)c1ccccc1F)C(C)C	27	-3	6	1.1	-4	6	-4	-9	0.94
O=C(NNC(=O)c1ccccc1O)c1ccc(Br)cc1	15	13	11	0.71	-1	-1	2	29	1
CC1(C)OC(=O)C(=CNC(CO)C(=O)O)C(=O)O1 (centres undefined)	-2	-9	-1	0.95	4	4	3	5	0.96
Cc1ccc(CSCC(=O)N/N=C/c2ccc(OCC(=O)Nc3ccc(C)cc3)cc2)cc1	-8	6	18	1.1	-1	-15	-32	-9	1.1

An excerpt from above, showing only hIAP activ.
Structure	hIAP activ
CC(CNC(=O)CCc1ccccc1)NC(=O)CCc1ccccc1 (centres undefined)	1.2
O=[N+]([O-])c1ccccc1/C=N/n1c(-c2cccnc2)n[nH]c1=S	0.84

A second format for some results above:
Molecule,tim10-1 inh,NLRP3 yeast inh,Apaf1 inhib,mIAP activ,ATG4B inhibitor,hIAP block,TIM10 inh,mIAP inh,hIAP activ
COc1ccc(/C([O-])=C(/C(=S)Nc2ccc(C)c(C)c2)n2c[n+](C)c3ccccc32)cc1OC,17,15,11,0.98,2,-6,3,2,1.1
Cc1ccc(/C(N)=N/OC(=O)c2cc(-c3ccccc3)nc3ccccc23)cc1,70*,1,1,0.96,-1,2,86*,4,0.97
CCn1c(SCC(=O)Nc2nc(C)cs2)nnc1-c1cccnc1,1,17,-18,1.1,13,13,-5,-6,0.87
Cn1nc(CC(=O)NC2CCCCC2)c2ccccc2c1=O,-14,6,-4,1.1,3,18,-5,-8,0.82

Continued:
SMILES	tim10-1 inh	NLRP3 yeast inh	Apaf1 inhib	mIAP activ	ATG4B inhibitor	hIAP block	TIM10 inh	mIAP inh	hIAP activ
c1coc(CNc2nc3ccccc3s2)c1	21	26	4	1.1	6	-14	-3	-7	1.1
CCOC(=O)C1(CC2CCCCO2)CCN(S(=O)(=O)c2ccc(OC)cc2)CC1 (centres undefined)	11	6	17	1.2	6	3	29	-17	0.97
C[C@H](CO)N1C[C@H](C)[C@@H](CN(C)Cc2ccc(C(=O)O)cc2)Oc2c(NC(=O)c3ccncc3)cccc2C1=O	-5	11	7	0.94	1	10	3	6	0.9
Cc1nn(CCOc2cccc(Br)c2)c(C)c1[N+](=O)[O-]	38	-2	14	0.99	-9	-3	-21	0	1
Cc1ccc(S(=O)(=O)N2CCCCC2)cc1NC(=O)C1CC(=O)N(c2ccc3c(c2)OCCO3)C1 (centres undefined)	7	10	10	1.1	1	0	-3	-14	1
COc1cccc(-c2cc(C(=O)NCc3ccco3)no2)c1	17	18	6	1	-6	8	15	-3	0.92
CC(=O)N(Nc1ccccc1)c1ccccc1	-8	-19	-3	0.99	-3	-16	11	1	1.2
COc1ccc(N2CCN(C(=O)C(=O)c3c[nH]c4ccccc34)CC2)cc1	14	13	-9	0.98	-10	3	28	2	0.97
CCCCCn1c(C)c2c(OCC)cccc(=O)c2c1C	10	18	0	0.9	7	0	19	10	1
O=C(CSc1nnnn1-c1cccc(F)c1)Nc1nc2ccccc2s1	13	12	4	0.68	14	18	-9	32	0.82
O=C(CCc1nc2ccccc2c(=O)[nH]1)Nc1ccc(N2CCCCC2)cc1	2	-5	7	0.88	-5	6	-4	12	0.94
COc1cc(NC(=O)c2ccccc2-c2ccccc2)cc(OC)c1	15	22	1	1	4	9	25	-4	0.91
C=CCN1C(=Nc2cccnc2)SCC1(O)c1ccc(C)cc1 (centres undefined)	29	31	21	1.1	.	4	22	-12	0.96
CCCCCC(=O)Nc1cccc(S(=O)(=O)NC2=NCCC2)c1	4	6	-8	1	-5	3	6	-3	0.97
CC(C)CN1CCN(C(=O)CCc2nnc(Cc3c[nH]c4ccccc34)o2)[C@@H](C)C1=O	10	12	8	1	-8	9	-2	-1	0.91
CCCCNC(=O)c1onc(CSc2ccccc2C)c1C(=O)O	-17	10	-11	1.1	-10	-11	-7	-7	1.1
COc1ccc(NC(=O)c2cc3c(=O)n(C)c4ccccc4c3s2)cc1OC	8	10	-28	0.91	-8	12	-7	9	0.88
COc1ccc(C(=O)N2CCN(CCCc3ccccc3)CC2)cc1OC	7	2	4	1	1	-11	4	-1	1.1
O=C(c1ccccc1)N1CCN(c2ccc([N+](=O)[O-])c(N3CCOCC3)c2)CC1	24	12	-11	0.89	-14	4	10	11	0.95
O=C(Nc1ccc2c(c1)C(=O)N(CC1CCCO1)C2=O)c1cccc(Br)c1 (centres undefined)	5	8	16	1	-13	-10	37	0	1.1
COc1cccc(-c2nnc(SCC(=O)OC(C)C)n2Cc2ccco2)c1	27	22	-1	0.96	0	-23	-3	4	1.2
CN(Cc1ccccc1)C(=O)COC(=O)/C=C/c1ccco1	12	12	-2	0.95	-4	-4	-1	5	1
COc1ccc2c(c1)nc(CN1CCN(CCO)CC1)n2C	7	12	-4	1	-3	-1	-1	-3	1
O=C(O)CN(c1ccccc1F)S(=O)(=O)c1ccccc1	14	-3	-7	0.98	2	-12	2	2	1.1
CCOn1c(=O)c(=O)n(OCc2ccccc2)c2ccccc21	17	4	2	0.97	-3	10	-1	3	0.9
Later entries:
SMILES	tim10-1 inh	NLRP3 yeast inh	Apaf1 inhib	mIAP activ	ATG4B inhibitor	hIAP block	TIM10 inh	mIAP inh	hIAP activ
CCc1ccc(C2c3[nH]c4ccccc4c3CCN2C(=O)c2cc(C)nn2C)cc1 (centres undefined)	32	19	16	1.3	2	-19	2	-27	1.2
COc1ccc(C(=O)c2coc3c2C(=O)C(=O)c2ccccc2-3)cc1	94*	25	20	0.91	-5	-14	94*	9	1.1
Cc1cc(C)cc(NC(=O)Cn2c(=O)oc3cc(S(=O)(=O)N4CCC(C)CC4)ccc32)c1	-4	0	2	0.9	9	8	-9	10	0.92
Cc1ccc(C(=O)NCc2ccccc2CN2CCCC2)cc1S(=O)(=O)N1CCOCC1	4	11	-4	0.97	-8	12	6	3	0.88
O=C(O)c1ccc(NC(=O)C2CC=CCC2C(=O)O)cc1 (centres undefined)	-6	14	-1	1.1	-4	-5	1	-6	1
CCn1cc(CNC(=O)c2ccc3nc(Cc4ccccc4F)oc3c2)cn1	14	12	9	0.94	3	-21	4	6	1.2
CCCCN(C(=O)c1ccc(C#N)cc1)c1c(N)n(CCC)c(=O)[nH]c1=O	27	-15	7	1	-7	-16	0	-1	1.2
O=C(Cn1[nH]c(=O)c2ccccc2c1=O)NC1CCN(Cc2ccccc2)CC1	17	0	3	0.99	-10	-13	-5	1	1.1
CCCCC(=O)OCc1c(-c2cccc(OC)c2)ncc2ccccc12	7	-32	22	0.88	4	9	-7	12	0.91
COc1ccc(NC(=O)COC(=O)CCNS(=O)(=O)c2ccc(Cl)cc2)cc1	0	4	2	1	-8	-17	-11	-4	1.2
Cc1nnc(SCC(=O)Nc2nccs2)n1N	16	15	39	1	-9	0	7	-2	0.99
CCOc1ccc(Cn2ccnc2)cc1[N+](=O)[O-]	8	13	2	0.87	-2	-8	0	13	1.1
COc1ccc(Nc2nnc(SCC(=O)N3CC(=O)Nc4ccccc43)s2)cc1	5	1	-7	1.1	-7	2	-1	-5	0.98
Cc1nnc(SCC(=O)N2CCN(S(=O)(=O)c3ccc(Cl)cc3)CC2)[nH]c1=O	13	17	4	1	-5	1	-7	-4	0.99
Cn1c(C(=O)N2CCN(c3nc4ccccc4s3)CC2)cc2sccc21	2	19	41*	1	-16	-5	-1	-4	1
O=C(CSc1nnc(COc2ccc(Cl)cc2)o1)N1CCCC1	-19	17	6	0.94	7	-4	4	6	1
COc1ccc(-n2c(CN3CCC(C(N)=O)CC3)nc3ccc([N+](=O)[O-])cc3c2=O)c(OC)c1	-1	19	5	0.89	1	2	10	11	0.98
COc1ccc2[nH]cc(CCNC(=O)Nc3ccccc3C)c2c1	-10	-7	1	1.3	8	2	7	-26	0.98
C[C@H](CO)N1C[C@H](C)[C@@H](CN(C)S(=O)(=O)c2cccs2)Oc2ccc(NC(=O)CCC(F)(F)F)cc2C1=O	-8	2	18	1.2	0	0	-9	-16	1
